DT40 TDP1 CPT: DT40-hTDP1 cell growth loss with CPT. chicken DT40 Tdp1-/-;hTDP1 cells + 20 nM CPT, ATP luminescence, 48 h. Potency, µM (series often up to 46.2 µM), without a hit: at the highest dose activity change, negative = growth inhibition, actives largely listed as inhibitors. 420,000 tested, 12% active; active = well fitted inhibition curve with a large enough effect; inconclusive = small, poorly fitted or top-dose-only effect; also: nearly all actives have a fitted effect of over 55% in size
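Chicken DT40 Tdp1-/- cells stably complemented with human TDP1 were seeded at 400 cells/well in medium containing 20 nM camptothecin, exposed to pin-transferred compounds, and grown at 37 °C for at least 48 hr. Viability was read as ATP luminescence.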
Active calls of the source: *; ? = inconclusive; & = joins results of further samples; [ ] = dose if it differs, or a comment. % is scaled to controls: 0 for no effect and ±100 for the full control effect; potency is read from the fitted curve at half-maximal effect.

SMILES | DT40 TDP1 CPT
Nc1nc2cc(Cl)ccc2cc1C(=O)NCCCc1ccccc1 | ?
O=C(Nc1ccc(Cc2ccc(NC(=O)Nc3cccnc3)cc2)cc1)Nc1cccnc1 | -16%
CC(=O)Nc1cc(-c2cccc(NS(C)(=O)=O)c2)cn2c(-c3cccc(C(C)=O)c3)cnc12 | 16µM*
O=C(Cn1cnnn1)N[C@@H]1C(=O)N2C(C(=O)O)=C(CSc3nncs3)CS[C@H]12 | 19%&-8%
CC(=O)CCC(=O)CNC(=O)CC[C@H]1O[C@@H](n2ccc(=O)[nH]c2=O)[C@H](O)[C@@H]1O | -3%
CN1C(=O)[C@H]2[C@@H](c3ccc(C(F)(F)F)cc3)N[C@]3(CCCN(Cc4ccc(Br)cc4)C3=O)[C@H]2C1=O | 15µM*
O=C(C[C@H]1CC[C@@H](NC(=O)Nc2ccc3c(c2)OCO3)[C@@H](CO)O1)NCc1ccccc1 | -21%
CC1(C(=O)NS(=O)(=O)c2ccccc2)CCN1C(=O)Cc1cc(F)ccc1F (stereo not given) | -5%
N#Cc1ccc(OCC(=O)NCCCN2CCCC2=O)cc1 | -12%
COc1cc(OC)c(OC)cc1CN1CCOc2ccc(CN3C[C@@H](C)O[C@@H](C)C3)cc2C1 | -19%[9.04 µM]
Oc1cc(-c2nc3ccccc3s2)cc2c1OCCN(Cc1cccn1-c1nccs1)C2 | 3%[9.04 µM]
COc1cc(NC(=O)c2ccc(-c3ccnn3C)c3ccoc23)cc(OC)c1OC | ?
COc1ccc(OCCN2CCC(C(=O)NC(c3ccc(F)cc3)c3ncccc3C)CC2)cc1 (stereo not given) | ?
Cc1cc(C)c2c(CN3CCCCCCC3)cc(=O)oc2c1 | ?
C[C@@H]1CCCCO[C@H](CN(C)C(=O)CCC(F)(F)F)[C@@H](C)CN([C@H](C)CO)C(=O)c2cc(NC(=O)c3ccncc3)ccc2O1 | ?
Cc1cnc(-n2ncc(C(=O)NCC3CCCN(C)C3)c2C)nc1-c1cccs1 (stereo not given) | -11%[9.04 µM]
Cc1c(C(=O)NC2CCCCC2)sc2ncnc(NCCN(C)C)c12 | -1%
COc1cccc(C(NC(C)=O)c2nc(-c3csc4ccccc34)cs2)c1 (stereo not given) | ?
CCCOc1ccc(F)cc1-c1cc(C(=O)NCc2cccs2)[nH]n1 | 23µM*
O=C(Nc1nc(-c2ccc3c(c2)OCCO3)cs1)c1ccc(Br)o1 | 4%
O=C(/C=C/c1ccccc1[N+](=O)[O-])OCC(=O)N1CCN(c2ccccc2)CC1 | 21µM*
C[C@H](CO)N1C[C@H](C)[C@@H](CN(C)C(=O)c2cccnc2)Oc2ncc(Br)cc2C1=O | 1%
Cc1noc(C)c1C(=O)N1CCC1(C)C(=O)NS(=O)(=O)c1ccccc1Cl (stereo not given) | -9%
CC(=O)Nc1ccc(-c2ccnc3c2CC(C)(C(=O)Nc2cccc(C(F)(F)F)c2)O3)cc1 (stereo not given) | 15µM*

2 successive records out of the list so far, for reference:
SMILES | DT40 TDP1 CPT
Cc1c(C(=O)NC2CCCCC2)sc2ncnc(NCCN(C)C)c12 | -1%
COc1cccc(C(NC(C)=O)c2nc(-c3csc4ccccc34)cs2)c1 (stereo not given) | ?

The list goes on.
SMILES | DT40 TDP1 CPT
COc1ccccc1C1CN(Cc2cccc(O)c2)Cc2ccccc2O1 (stereo not given) | -3%[9.04 µM]
NC(c1csc(Nc2ccc(C(=O)NCCO)cc2)n1)C1CCCCC1 (stereo not given) | 10µM*
COc1cc(Cl)ccc1OCc1cc(C(=O)N2CCN(C)C(=O)[C@@H]2C)no1 | ?
CCOC1=C2[C@@H](CN(S(=O)(=O)c3ccc(C)cc3)[C@H]2c2cccc3ccccc23)[C@H]2C(=O)N(C3CCCCC3)C(=O)[C@H]2C1 | 13µM*
CC(C)COC(=O)N1CCCCC1c1cc(C(=O)N2CCOCC2)no1 (stereo not given) | -2%
CC(C)(C(=O)N1CCC1(C)C(=O)NS(=O)(=O)c1ccc(Br)cc1)c1ccccc1 (stereo not given) | -32%
CN(C)CCCNc1nc2cc(-c3ccc(C(=O)N4CCN(C)CC4)cc3)sc2c(=O)n1C | -1%
CCCS(=O)(=O)NC(=O)C1(C)CCCN(C(=O)c2ccccc2Br)C1 (stereo not given) | 1%
Cc1cn([C@H]2C[C@H](O)[C@@H](CNC(=O)[C@H](N)Cc3cn(COCc4ccccc4)cn3)O2)c(=O)[nH]c1=O | -1%
COc1cc(CN2C[C@@H](CO)O[C@@H](n3cnc4c(N5CCN(c6ccccc6)CC5)ncnc43)C2)cc(OC)c1OC | 18µM*
CCCCNC(=O)C1(C)CCCCN1Cc1ccc(-c2ccccc2)cc1 (stereo not given) | 13µM*
CC(=O)OC[C@@H]1CN(Cc2ccccc2)C[C@H](n2cnc3c(N(C)C(C)C)ncnc32)O1 | ?
CN(C)c1nn2c(-c3ccccc3)nnc2o1 | 0%
Cc1ccc2c(=O)n3c(nc2c1)C(Cc1ccc(O)cc1)NC(=O)c1cc2ccccc2cc1-3 (stereo not given) | ?
CCOc1cc(/C=C/C(=O)OCC(=O)N(CC)C2CCS(=O)(=O)C2)cc(Cl)c1OC (stereo not given) | -10%
Cc1cnc(-n2ncc(C(=O)N3CCN(C(C)C)CC3)c2-c2ccco2)nc1-c1ccc(F)cc1 | -1%
CC(C)C1CCN(C(=O)C2CCC(=O)N(C3CCCCCC3)C2)CC1 (stereo not given) | ?
O=c1[nH][nH]c2c1C(c1ccc(Cl)c(Cl)c1)OC(CCc1ccccc1)C2 (stereo not given) | 2%
NC(CCc1ccccc1)c1csc(Nc2nccc(C(F)(F)F)n2)n1 (stereo not given) | ?
CC1(C(=O)Nc2ccc3c(c2)OCCO3)CCC(=O)N1CCc1c[nH]c2ccccc12 (stereo not given) | -2%
CC(=O)Nc1ccc(NC(=O)CCCN2C(=O)C(c3ccccc3)Oc3cccnc32)cc1 (stereo not given) | -25%
COc1ccc(C2=Nc3ccccc3NC(=O)C2N(CCc2ccccc2)C(=O)c2cccs2)cc1 (stereo not given) | ?
O=C(CSCC(=O)OCC(=O)N1CCN(C(=O)c2ccco2)CC1)Nc1ccc(Cl)cc1 | 1%
O=C1NC[C@@H](CCCCN2CCN(Cc3ccccc3)C(=O)C2=O)N(CC2CCCCC2)C1=O | -25%
c1ccc(-c2ccc3nncn3c2)cc1 | -8%
Cc1cc(Br)cn2c(Cc3ccsc3)c(-c3cccc(Br)c3)nc12 | -11%
O=C1Nc2ccccc2-n2nnnc2C1N1CCc2ccccc2C1 (stereo not given) | 10%
Cc1c(C(=O)N(C)Cc2ccc(F)cc2)sc(=O)n1Cc1ccc(Cl)c(Cl)c1 | ?
NC(c1ccccc1)c1csc(Nc2ccc(C(F)(F)F)cn2)n1 (stereo not given) | ?
C[C@@H]1CN([C@@H](C)CO)C(=O)CCCn2nncc2CO[C@@H]1CN(C)S(=O)(=O)c1ccc2c(c1)OCCCO2 | 7%
CCOC(=O)C1=C(C)OC(=CC=Cc2ccccc2)C1=O | -4%
Cc1nc2ccc(C(=O)Nc3ccc4c(c3)OCC(=O)N4)cn2c1N(C)C(=O)CCc1ccccc1 | ?
CC1=NN(c2ccccc2)C(=O)C1C(=S)SC1CC(=O)NC1=O (stereo not given) | ?
O=C(COC(=O)c1ccc(O)cc1)Nc1cc(S(=O)(=O)N2CCCCCC2)ccc1Cl | ?
CC(OC(=O)CCNS(=O)(=O)c1ccc(Cl)cc1)C(=O)N(C)Cc1ccccc1 (stereo not given) | ?
O=C1NC[C@H](CCCCN2C[C@H](Cc3ccc(O)cc3)N(Cc3ccccc3)C(=O)C2=O)N(Cc2ccccc2)C1=O | -1%
COc1ccc(C(=O)N2CCCCC2c2cc(C(=O)Nc3ccc(F)c(Cl)c3)no2)cc1 (stereo not given) | ?
O=C(Nc1nc(OCCN2CCCC2=O)cnc1/C=C\c1ccccc1)c1cc2ccccc2s1 | 29µM*
CCCCn1nnnc1C1(C)CCC(=O)N1CCOC (stereo not given) | -8%
CN(C(=O)c1cnn(-c2ncc3c(n2)-c2ccccc2CCC3)c1C1CC1)C1CCOC1 (stereo not given) | 7%
Cc1cc(C(=O)N2CCCC(C)(C(=O)NS(=O)(=O)C3CC3)C2)n(C(C)(C)C)n1 (stereo not given) | 8.2µM*
Cc1ccc(CN2CCc3nnc(C(NS(C)(=O)=O)C(C)C)n3CC2)cc1C (stereo not given) | -12%
O=S1(=O)CC(N2CCN(CC3CC3)CC2)CN1Cc1ccc(F)cc1 (stereo not given) | -20%
COc1cccc(-c2ccc3nccn3c2)c1 | ?
CCCNC(=O)C1(C)CCCN(C(=O)c2oc3ccccc3c2C)C1 (stereo not given) | ?
O=C(COC(=O)c1cccc(Br)c1)NC1CCCCCCC1 | ?
CC(C)C[C@H]1COc2cccc(N3CCC[C@H]3CO)c2S(=O)(=O)N1 | -22%
CC1(C(=O)Nc2cccc3ncccc23)CCN1C(=O)Cc1ccc(-c2ccccc2)cc1 (stereo not given) | 23µM*
O=C(Nc1cc(S(=O)(=O)N2CCCC2)ccc1OCC(F)(F)F)c1ccncc1 | -9%
CC(=O)c1ccc(F)c(-c2cc(C)cc3c2OC(CNC(=O)C(C)n2nc(C)cc2C)C3)c1 (stereo not given) | 0%[9.04 µM]
CC(C)=CCC[C@H](C)CC1Cc2[nH]c(=S)[nH]c(=O)c2C(c2ccc(Cl)cc2)O1 (stereo not given in full) | ?
COc1ccc(-c2nc(S(=O)(=O)c3ccccc3)c(N3CCN(C)CC3)o2)cc1 | ?
CC(=O)Nc1ccc(-c2ccnc3c2CC(C)(C(=O)NCCN(C)C)O3)cc1 (stereo not given) | -4%
Cc1ccc(Cl)cc1-c1cc(C(=O)N2CCc3ccccc3C2)[nH]n1 | 16µM*
CC(=O)Nc1cccc(-c2ccnc3c2CC(C)(C(=O)Nc2ccc4c(c2)OCO4)O3)c1 (stereo not given) | 0.65µM*
Cc1ccc2nc(-c3cccc(Br)c3)c(CC3CCCCC3)n2c1 | ?
Cc1ccc(-c2cnc(C(O)c3ccc(Cl)c(F)c3)[nH]2)cc1 (stereo not given) | ?
Cc1cnc2nc(-c3ccccc3)ccc2c1 | ?
Fc1ccc(-c2nc3ccc(Cl)cn3c2Cc2ccccc2C(F)(F)F)cc1 | ?
O=P(O)(O)OC(Cn1cncn1)(Cn1cncn1)c1ccc(F)cc1F | 16%

Structures from the list above with an NH in an aromatic ring (8):
SMILES | DT40 TDP1 CPT
CC(=O)CCC(=O)CNC(=O)CC[C@H]1O[C@@H](n2ccc(=O)[nH]c2=O)[C@H](O)[C@@H]1O | -3%
CCCOc1ccc(F)cc1-c1cc(C(=O)NCc2cccs2)[nH]n1 | 23µM*
Cc1cn([C@H]2C[C@H](O)[C@@H](CNC(=O)[C@H](N)Cc3cn(COCc4ccccc4)cn3)O2)c(=O)[nH]c1=O | -1%
O=c1[nH][nH]c2c1C(c1ccc(Cl)c(Cl)c1)OC(CCc1ccccc1)C2 (stereo not given) | 2%
CC1(C(=O)Nc2ccc3c(c2)OCCO3)CCC(=O)N1CCc1c[nH]c2ccccc12 (stereo not given) | -2%
CC(C)=CCC[C@H](C)CC1Cc2[nH]c(=S)[nH]c(=O)c2C(c2ccc(Cl)cc2)O1 (stereo not given in full) | ?
Cc1ccc(Cl)cc1-c1cc(C(=O)N2CCc3ccccc3C2)[nH]n1 | 16µM*
Cc1ccc(-c2cnc(C(O)c3ccc(Cl)c(F)c3)[nH]2)cc1 (stereo not given) | ?

Later entries
SMILES | DT40 TDP1 CPT
COc1ccc(NC(=O)C2c3ccccc3OCC(=O)N2CC(F)(F)F)cc1 (stereo not given) | -1%
O=C1Nc2ccccc2N=C(c2ccccc2)C1N(Cc1ccc(F)cc1)C(=O)c1cccnc1 (stereo not given) | -22%
O=C(CCCN1C(=O)C(=Cc2ccc3c(c2)OCO3)SC1=S)Nc1ccc(C(=O)O)c(O)c1 | ?
COCOCCn1cc(CN2CCS(=O)(=O)N(Cc3ccc(-c4ccc(Cl)nc4)cc3)C(CC(C)C)C2=O)nn1 (stereo not given) | ?
N=C(N)c1ccc(OCCCOc2ccc(C(=N)N)cc2)cc1 | 6.7µM*
CC1=C(C(=O)N(C(C)C)C(C)C)CC(CC(=O)NC(c2ccccc2)c2ccccc2)C(=O)N1Cc1ccc(C(C)(C)C)cc1 (stereo not given) | ?
CN(c1ccc(-c2csc(NC(=O)CCCc3nc4ccccc4c(=O)[nH]3)n2)cc1)S(C)(=O)=O | 21µM*
CCCNC(=O)c1cc2c(c(-c3cccc(-c4ccc(C#N)cc4)c3)n1)[C@@H](CCO)N(C(=O)CC)C2 | ?
COC(=O)c1cc(C)nc(Nc2nc(C(N)Cc3ccc(F)cc3)cs2)n1 (stereo not given) | ?
CCOC(=O)CNC(=O)N(C)[C@H]1C[C@H]2c3[nH]c4ccccc4c3CCN2C(=O)[C@H]1[C@H](C)O | -5%
COC(=O)[C@@]12C[C@@H](CC(=O)NCc3ccccc3)C(=O)N(Cc3cccc4ccccc34)C1=CCC(C)(C)C2 | ?
CN1CCN(C(=O)C[C@H]2CC[C@H]3[C@@H](COC[C@@H](O)CN3Cc3cccc(F)c3)O2)CC1 | -13%
CC1(C(=O)NS(=O)(=O)c2ccccc2C(F)(F)F)CCN1C(=O)CC1CCCCC1 (stereo not given) | 2%
O=C(NC1CCCCC1)c1ccc2ccccc2c1O | ?
COc1cc(OC)c(N(C)S(=O)(=O)c2cccc(C(=O)NCc3cccs3)c2)cc1Cl | ?
CCn1c(CC(=O)Nc2ccccc2F)nnc1SCC(=O)NC1=NCCS1 | ?
Cc1cccc(-c2cc(N3CCCN(C)CC3)n3nccc3n2)c1 | ?
CC(C)C[C@H](NC(=O)[C@H](Cc1ccccc1)NC(=O)c1cnccn1)B(O)O | 0.0042µM*

Screening results from PubChem.

Some of the compounds tested; the hit share may differ from the screen's.
